# Compound activity as filed in PubChem BioAssay.
# HKDC1 inhibitor: HKDC1 hexokinase inhibitors, primary screen, biochemical, fluorescence, uHTS; Q2TB90; recombinant HKDC1, G6PDH/diaphorase resazurin coupled fluorescence; inhibition, % at 20 µM; actives 0.16% (n = 340,000); AID 493160, 2011;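 active = inhibition above about 35% when tested at 20 µM, limit read from the data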;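 note: plate controls were DMSO wells with enzyme for no effect and DMSO wells lacking enzyme for full effect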
#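 Assay system: in-house recombinant HK5 (HKDC1) enzyme. Input: HKDC1 at 5 µg/mL. Medium: Tris pH 8.0 buffer with MgCl2, Tween-20, BSA, BME. Dosing: single 20 µM dose. Schedule: 90 min reaction incubation at room temperature, dark. Signal: resazurin-to-resorufin fluorescence via G6PDH and diaphorase coupling, 525/613 nm. Controls: DMSO-enzyme wells negative, buffer-substituted wells positive.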
# SENP8 block-1: SENP8 protease inhibitors, primary screen, biochemical, luminescence; Sentrin-specific protease 8 (Homo sapiens), Q96LD8; purified SENP8, Z-RLRGG-aminoluciferin cleavage; inhibition, % at 10 µM; actives 1.2% (n = 330,000); AID 2540, 2010; in the data active = inhibition above about 50%
# Target sequence (Q96LD8 whole entry, looked up): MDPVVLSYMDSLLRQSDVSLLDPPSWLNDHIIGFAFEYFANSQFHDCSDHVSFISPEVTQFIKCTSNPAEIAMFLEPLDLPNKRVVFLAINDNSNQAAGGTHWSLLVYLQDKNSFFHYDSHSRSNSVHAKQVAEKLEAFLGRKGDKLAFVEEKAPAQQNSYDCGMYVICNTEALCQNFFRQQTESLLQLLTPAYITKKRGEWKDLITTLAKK
# NALP3 yeast inh: NALP3 inflammasome inhibitors in reconstituted yeast, primary screen, luminescence, uHTS | inhibition, % at 10 µM | Yeast reconstituted NLRP3/ASC/caspase-1, beta-gal luminescence, 24 h | actives 0.39% (n = 330,000);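 active = inhibition of 50% or more; inactive = inhibition below 50%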;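 note: plate controls were induced DMSO wells for no effect and uninduced yeast grown without galactose for full effect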
# PfGluPho inh: PfG6PD enzyme inhibitors, primary screen, biochemical, fluorescence intensity, uHTS; glucose-6-phosphate dehydrogenase-6-phosphogluconolactonase (Plasmodium falciparum 3D7); PfGluPho enzyme, NADPH resazurin-diaphorase fluorescence; inhibition, % at 20 µM; actives 0.78% (n = 350,000);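 active = inhibition reaching at least a set limit at 20 µM in the primary screen, cut at about 59% in these data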;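 note: 0% = DMSO wells with substrate and 100% = DMSO wells lacking glucose-6-phosphate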
# SENP8 block-2: human SENP8 protease inhibitors, primary screen, biochemical, fluorescence, Nedd8 protein substrate, uHTS; Sentrin-specific protease 8 (Homo sapiens), Q96LD8; recombinant SENP8; inhibition, % at 20 µM; actives 0.64% (n = 360,000); AID 602440, 2012; in the data active = inhibition mostly above about 40%, no sharp cut-off; inactive = mostly below about 27%
# SENP6 block: SENP6 protease inhibitors, primary screen, biochemical, luminescence, uHTS. actives 1.8% (n = 330,000). AID 2599, 2010. Recombinant SENP6 catalytic domain, aminoluciferin luminescence. inhibition, % at 10 µM;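 active = inhibition above about 50% at the single tested dose, limit read from the data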;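 note: plate controls were DMSO wells with enzyme for no effect and DMSO wells lacking enzyme for full effect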
# Target sequence (Q9GZR1 628-1112 limits assumed): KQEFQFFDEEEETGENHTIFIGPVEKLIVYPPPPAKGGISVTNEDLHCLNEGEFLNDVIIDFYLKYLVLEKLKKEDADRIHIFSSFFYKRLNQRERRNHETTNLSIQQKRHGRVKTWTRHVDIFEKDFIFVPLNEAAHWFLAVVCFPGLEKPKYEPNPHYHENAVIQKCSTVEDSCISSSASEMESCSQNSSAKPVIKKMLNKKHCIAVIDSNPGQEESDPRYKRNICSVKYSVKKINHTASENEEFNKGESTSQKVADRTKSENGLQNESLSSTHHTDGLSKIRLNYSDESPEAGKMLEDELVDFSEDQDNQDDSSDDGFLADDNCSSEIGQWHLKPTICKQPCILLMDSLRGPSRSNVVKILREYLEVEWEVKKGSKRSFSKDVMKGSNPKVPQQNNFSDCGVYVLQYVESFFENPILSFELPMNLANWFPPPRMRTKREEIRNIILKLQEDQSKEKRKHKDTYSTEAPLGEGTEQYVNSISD
# SENP7 inh: SENP7 protease inhibitors, primary screen, biochemical, luminescence, uHTS. Sentrin-specific protease 7 (Homo sapiens), Q9BQF6. recombinant SENP7, Z-RLRGG-aminoluciferin luminescence, 40 min. inhibition, % at 5 µM. actives 1.5% (n = 330,000). AID 434973, 2010;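 active = inhibition above about 50% at the single test dose, limit read from the data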;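 note: plate controls were DMSO with enzyme for no effect and no enzyme buffer wells for full effect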
# Apaf-1 inh: inhibitors of human Apaf-1 apoptosome, primary screen, biochemical, DEVD-Rh110 fluorescence, uHTS. Apoptotic protease-activating factor 1 (Homo sapiens), O14727. AID 489030, 2010. inhibition, % at 20 µM. reconstituted apoptosome caspase-3 activity. actives 0.71% (n = 330,000); active = inhibition of at least 40% at 20 µM;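 note: plate controls were DMSO wells for no effect and DEVD-CHO caspase inhibitor wells for full effect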
#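 detection = Rh110 fluorescence intensity | test system = biochemical Apaf-1 apoptosome reconstitution | also added = cytochrome c and DEVD-Rh110 substrate | schedule = 30 min plus 50 min, RT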
# SENP1 inh: human SENP1 catalytic domain inhibitors, primary screen, biochemical, FRET, uHTS | Sentrin-specific protease 1 (Homo sapiens), Q9P0U3 | AID 624204, 2012 | actives 0.21% (n = 360,000) | recombinant SENP1 catalytic domain, CyPet-SUMO1-YPet FRET cleavage | inhibition, % at 10 µM;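 active = inhibition at least 30% at 10 µM, raw YFP signal under a set limit, fluorescence ratio 0.5 to 1.5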;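 note: 0% = enzyme with DMSO and 100% = no enzyme wells; some results filed as inactive read as strong as hits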
# Target sequence (Q9P0U3 419-644 limits assumed): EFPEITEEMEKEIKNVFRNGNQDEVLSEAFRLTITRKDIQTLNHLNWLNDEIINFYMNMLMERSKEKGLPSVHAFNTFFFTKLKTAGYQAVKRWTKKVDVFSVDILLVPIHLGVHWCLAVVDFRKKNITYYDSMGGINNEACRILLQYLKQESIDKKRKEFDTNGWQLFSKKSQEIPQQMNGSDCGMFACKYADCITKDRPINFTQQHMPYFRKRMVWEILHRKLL
#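 system = hSENP1 catalytic domain, recombinant | reagent = SFCypet-SUMO1-SFYpet substrate at 25 nM | doses = one dose per compound, 10 µM, 0.5% DMSO | incubation = enzyme reaction for 50 min at room temperature, dark | measured by = FRET, CFP and YFP emission | controls = no-enzyme low, enzyme-DMSO high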
# * hit, by the source's call; · = no result given.
SMILES,HKDC1 inhibitor,SENP8 block-1,NALP3 yeast inh,PfGluPho inh,SENP8 block-2,SENP6 block,SENP7 inh,Apaf-1 inh,SENP1 inh
CC[C@@H](C)[C@H](N)C(=O)NC[C@H]1O[C@@H](n2cnc3c(N)ncnc32)[C@H](O)[C@@H]1O,0,·,·,-2,8,·,-8,15,0
Cc1ccc(C(=O)NC(C)c2ccc3c(c2)OCO3)s1 (stereo not drawn),-5,0,17,15,5,3,0,-4,-2
c1ccc2c(CN3CCSCC3)cccc2c1,-7,-3,-4,-3,16,-8,-10,-1,2
O=C(COC(=O)c1ccco1)Nc1ccccc1,-2,-2,6,3,28,-1,5,-3,-1
Cc1ccc(S(=O)(=O)N2CCN(C(=O)/C=C/c3ccccc3)CC2)cc1C,0,-5,21,1,9,-3,-11,17,1
O=C(COC(=O)CNC(=O)c1ccc(F)cc1)Nc1cccc(S(=O)(=O)N2CCCC2)c1,-10,-2,17,18,11,-9,7,2,3
CCCCc1cc(=O)oc2cc(OCC(=O)N(CC)CC)c(Cl)cc12,4,3,-10,7,-139,-22,-10,14,-1
Cc1cccc(C)c1NC(=S)N/N=C/c1ccc(OCCC(C)C)cc1,-1,-3,23,14,10,-4,5,15,3
Cn1nc(C(F)(F)F)c(C(=O)Nc2ccc(Cl)cc2)c1Cl,-2,-2,15,-13,8,-4,-1,-10,2
CC1CCCN(CCCCOc2cccc(Br)c2)C1 (stereo not drawn),-3,-13,6,-12,5,-14,2,-4,1
COc1ccc(NC(=O)c2nc[nH]c2C(=O)N2CCN(C(=O)OC(C)(C)C)CC2)cc1,-2,4,8,4,23,-16,1,1,1
CC(C)(C)c1csc(NC(=O)c2ccc(Cl)s2)n1,6,-13,21,29,-40,-23,0,7,1
Cc1ccc(C(=O)NC2CC3CCCC(C2)N3Cc2ccccc2)cc1 (stereo not drawn),-5,-1,6,11,33,-20,-8,4,0
COc1cc(NC(=S)NC2CC2)c(OC)cc1Cl,-15,-8,-13,2,13,17,-13,0,0
C/C(=N\NC(=O)c1ccncc1)c1ccc(NC(=O)c2ccc(Cl)cc2)cc1,-4,-3,20,4,-64,-3,-9,-3,2
S=C(NCc1cccnc1)Nc1ccc(Oc2ccccc2)cc1,-3,5,7,12,11,6,12,-4,-2
Cc1c(C(=O)N2CCOCC2)sc2ncn(CC(=O)N3CCC(C)CC3)c(=O)c12,-5,-4,1,-12,12,-11,2,-4,1
CCCN1CCN(C(=O)c2ccc(Sc3ccc(C)cc3)c(NC(C)=O)c2)CC1,4,-5,13,-20,-27,-7,-11,7,1
O=C(CN(Cc1ccccc1)S(=O)(=O)c1ccccc1)N/N=C/c1ccccc1C(=O)O,-6,4,10,-3,8,7,-6,-1,2
Cc1ccc(NC(=O)CSCC(=O)NCCc2ccccn2)c(C)c1,0,-15,12,-15,1,1,-1,1,2
COC(=O)Cn1cnc2c(cnn2-c2ccccc2)c1=O,1,-12,4,-3,16,-7,5,-197,3
COc1ccc(C(=O)NC(C)Cn2nc(C)cc2C)cc1OC1CCN(C(C)=O)CC1 (stereo not drawn),0,-10,11,-18,7,-7,21,-12,-1
S=c1[nH]cnc2sc(Nc3ccccc3)nc12,6,·,·,55,-8,·,·,·,2
O=C(Oc1ccccc1)c1ccc2nccnc2c1,3,-47,26,-1,9,-31,-6,1,-1
CSc1cccc(NC(=O)N2CCN(C)CC2)c1,-9,3,18,7,13,-17,-2,-2,3
COCCCn1nnnc1SCC(=O)N1c2ccccc2CC1C (stereo not drawn),-13,-8,-1,15,0,-20,-4,10,-1
Cc1[nH]c2ccccc2c1Cc1nnc(SCCC#N)o1,-3,0,-1,0,2,7,-1,1,-8
COc1ccc(-n2nc3c(c2NC(=O)c2ccc(S(=O)(=O)N4CCOCC4)cc2)CS(=O)(=O)C3)cc1,5,-1,14,-9,3,15,6,6,0
CCOc1ccc(C(=O)NC(C(=O)NCCc2ccc(S(N)(=O)=O)cc2)C(C)C)cc1 (stereo not drawn),-4,3,16,18,3,12,8,8,-1
Cc1ccc(C)c(S(=O)(=O)N2CCCCC2CCNC(=O)C(=O)NCc2ccncc2)c1 (stereo not drawn),0,-10,16,4,5,-10,13,5,-1

# Of the compounds above, 3 have two or more sulfur atoms.
SMILES,HKDC1 inhibitor,SENP8 block-1,NALP3 yeast inh,PfGluPho inh,SENP8 block-2,SENP6 block,SENP7 inh,Apaf-1 inh,SENP1 inh
CC(C)(C)c1csc(NC(=O)c2ccc(Cl)s2)n1,6,-13,21,29,-40,-23,0,7,1
S=c1[nH]cnc2sc(Nc3ccccc3)nc12,6,·,·,55,-8,·,·,·,2
COc1ccc(-n2nc3c(c2NC(=O)c2ccc(S(=O)(=O)N4CCOCC4)cc2)CS(=O)(=O)C3)cc1,5,-1,14,-9,3,15,6,6,0

# Additional records follow:
SMILES,HKDC1 inhibitor,SENP8 block-1,NALP3 yeast inh,PfGluPho inh,SENP8 block-2,SENP6 block,SENP7 inh,Apaf-1 inh,SENP1 inh
O=C(c1ccccc1)c1coc(-c2ccccc2)c1,2,·,·,7,0,·,·,·,2
CC(C)(C)C(=O)OCCn1c(=O)c2cc3c(=O)n(CCOC(=O)C(C)(C)C)c(=O)c3cc2c1=O,1,6,10,-3,20,13,0,15,2
O=S(=O)(NCCc1ccccc1)c1ccc(F)cc1,-8,9,25,5,15,-9,3,3,1
CCN1C[C@@H]2[C@@H]3C(=O)N(Cc4ccccc4)C(=O)[C@@H]3[C@](C)(C1=O)N2C(=O)c1ccc(Cl)c(Cl)c1,2,·,·,3,10,·,·,·,-1
Nc1nc(-c2ccccc2)c(N=Nc2ccc(Cl)cc2)s1,-2,-6,36,22,46*,-12,-2,-6,7
COC(=O)CCCn1nc(NC(=O)c2ccco2)cc1C,-2,3,9,0,13,5,-3,-2,0
O=c1c(-c2ccccc2)c(O)nc(SCCN2CCOCC2)n1-c1ccccc1,-15,-13,-5,-1,22,-4,0,5,-1
O=C(Cc1cn2ccsc2n1)NCc1ccccc1,2,3,1,-6,14,1,4,-7,0
CCCCC1CCC(C(=O)N(C)CC(=O)Nc2cccc(OC)c2)CC1 (stereo not drawn),-2,-19,12,4,11,-5,-12,26,-1
Cc1ccc(-c2nn(Cc3ccccc3)cc2/C=C/C(=O)O)cc1,-7,-6,8,-25,18,-12,-3,11,1
CC(CNC(=O)c1ccc(C#N)cc1)NC(=O)c1ccc(C#N)cc1 (stereo not drawn),-7,·,·,7,15,·,·,·,0
CC(=O)N1CCN(C(=O)COC(=O)COc2c(C)cc(C)cc2C)CC1,-5,8,14,8,9,6,1,-12,1
O=C(NCCn1c(-c2ccncc2)nc2ccccc21)[C@H]1CCCN1c1nc(CN2CCCCC2)cs1,4,3,3,-17,8,7,6,8,1
COCCNC(=S)NC1CC2CCCC(C1)N2Cc1ccco1 (stereo not drawn),-11,-6,4,-26,8,-24,-7,9,2
CCOC(=O)c1csc(N)c1-c1ccc([N+](=O)[O-])cc1,3,-3,3,41,19,-10,-7,9,4
COc1ccc(N2CCN(C(=O)c3ccc(S(=O)(=O)N4CCCCCC4)cc3)CC2)cc1,-5,-3,12,-4,6,9,2,17,1
O=C(c1cccc([N+](=O)[O-])c1)c1ccc2c(c1)C(=O)NC2=O,6,1,5,2,8,-2,-3,-3,-1
O=S(=O)(c1ccc(F)cc1)c1nc(-c2ccco2)oc1Nc1ccccc1,-9,-7,12,7,-84,-17,1,-2,-4
CCN(c1ccccc1)S(=O)(=O)c1ccc(C(=O)N(CCCN(C)C)c2nc3c(C)cccc3s2)cc1,3,-8,21,20,3,-17,14,22,2
O=c1oc2ccc3ccccc3c2cc1-c1nc2ccccc2o1,9,10,0,-1,-270,-12,-3,5,-23
COc1ccc(C(NC(=O)C2CCCCC2)c2c(O)ccc3ccccc23)cc1 (stereo not drawn),3,4,16,16,-128,-6,7,27,2
CCN(CC)CCOc1c(Br)ccc2c1sc1nc3n(c(=O)c12)CCC3,7,6,16,1,-5,-14,-3,1,-2
c1csc(Cc2nc(-c3ccc(-n4cccc4)cc3)no2)c1,-6,-14,1,9,4,-8,-9,10,0
COC(=O)C1C/C(=N\NS(=O)(=O)c2ccc(C)cc2)c2sccc2C1 (stereo not drawn),-7,-1,5,-19,14,-1,2,2,0
Cc1ccccc1Nc1c([N+](=O)[O-])cncc1[N+](=O)[O-],6,-9,-15,7,26,15,-11,4,1
COCC(=O)Nc1nnc(SCC(=O)N2C(C)CCCC2C)s1 (stereo not drawn),-7,5,0,7,13,39,6,1,-1
CN1CCN(NC(=O)C2CC2)CC1,11,-6,7,-21,18,12,5,-2,-1
CC(=O)Nc1ccc(OCC(O)Cn2cnc3ccccc32)cc1 (stereo not drawn),-2,-5,7,3,28,-7,-8,-4,-1
O=C1NC2c3ccccc3C(=O)N2c2c1cnn2-c1ccccc1 (stereo not drawn),-4,-6,7,-21,10,5,-3,-14,0
Fc1ccc(CSc2ncnc3ccccc23)cc1,5,-4,30,-6,8,-25,10,1,2
C#CCN(C(=O)Nc1ccccc1)c1ccccc1,-5,-5,21,-9,8,-2,-2,-7,0
O=C(NC(=S)Nc1cc(S(=O)(=O)N2CCOCC2)ccc1N1CCOCC1)C1CCCC1,·,9,-1,·,·,21,5,-12,·
COc1cc2nc(N(CCN(C)C)C(=O)c3ccc(S(=O)(=O)N(C)CC4CCCO4)cc3)sc2cc1OC (stereo not drawn),1,-4,5,7,5,-9,-3,10,1
Cc1cccc(-n2nnnc2SCC(=O)Nc2cccc(S(N)(=O)=O)c2)c1,-7,-10,10,-3,14,-10,7,-15,3
C=CCOc1ccc(C2C(C(=O)c3ccco3)=C(O)C(=O)N2CCCN(CC)CC)cc1 (stereo not drawn),3,2,-22,10,4,-3,1,15,-7
O=C(c1cc2ccccc2oc1=O)N(Cc1ccccc1)Cc1ccc2c(c1)OCO2,5,1,-7,3,11,3,3,14,-1
c1ccc2c(c1)Nc1nccnc1S2,-1,·,·,58,-36,·,·,·,-7
COc1ccc(N2CCN(C(=O)CSc3nc4cc(OC)c(OC)cc4cc3C#N)CC2)cc1,22,9,25,43,-51,21,7,11,0
CC1CCCCN1C(=O)Cn1c(=O)n(-c2ccc(F)cc2)c(=O)c2sccc21 (stereo not drawn),-6,-3,17,5,11,-5,8,8,3
CNC(=O)CCn1nc(-c2ccc(Cl)cc2)c2ccccc2c1=O,-11,3,5,-20,20,4,3,-6,1
CC(c1cccnc1)N(CCN(C)C)C(=O)Nc1ccc(Cl)cc1 (stereo not drawn),-2,0,13,-6,9,-5,-2,5,1
